# CHRM1 antagonist: antagonists of human M1 muscarinic receptor; P11229; CHO-K1 hM1, Fluo-8 calcium fluorescence, ACh EC80 antagonist; inhibition, % at 3 µM; 360,000 tested, 1.3% active;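 active means percent inhibition above its own plate's cutoff, namely the mean of that plate's compound wells plus 3 SD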;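 further: peak over basal fluorescence ratio during 140 s after agonist addition; 0% = ACh EC80 plus DMSO and 100% = DMSO alone without agonist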
# Target sequence (P11229 whole entry, looked up): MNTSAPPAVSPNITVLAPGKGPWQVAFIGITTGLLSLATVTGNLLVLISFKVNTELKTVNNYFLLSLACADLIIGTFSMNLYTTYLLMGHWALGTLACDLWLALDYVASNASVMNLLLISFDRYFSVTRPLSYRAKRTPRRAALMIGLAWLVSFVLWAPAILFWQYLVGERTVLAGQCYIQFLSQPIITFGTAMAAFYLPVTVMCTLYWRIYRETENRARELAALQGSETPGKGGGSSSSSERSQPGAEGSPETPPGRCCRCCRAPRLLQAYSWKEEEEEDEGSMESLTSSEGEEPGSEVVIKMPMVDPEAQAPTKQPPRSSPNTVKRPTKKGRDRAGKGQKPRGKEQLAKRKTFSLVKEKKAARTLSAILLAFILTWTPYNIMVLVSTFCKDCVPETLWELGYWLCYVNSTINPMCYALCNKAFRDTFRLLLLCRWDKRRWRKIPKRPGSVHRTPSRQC
# CHRM1 PAM: positive allosteric modulators of human M1 muscarinic receptor; AID 588819; P11229; activation, % at 3 µM; CHO-K1 hM1, Fluo-8 calcium fluorescence, ACh EC20; 0% = ACh EC20, 100% = maximal ACh; 360,000 tested, 0.088% active; in the data active means activation above about 19%, passing the limit was not always enough
# CHRM4 antagonist: blocks acetylcholine activation of human M4 receptor | CHO-hM4 cells, ACh EC80, Fluo-8 calcium fluorescence | inhibition, % at 3 µM | 360,000 tested, 0.73% active;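 active means inhibition above its plate's cutoff, the mean inhibition of sample wells plus 3 SD, cut at about 27% in these data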;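 further: 0% = acetylcholine EC80 with DMSO and 100% = DMSO without agonist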
# Target sequence (P08173 whole entry, looked up): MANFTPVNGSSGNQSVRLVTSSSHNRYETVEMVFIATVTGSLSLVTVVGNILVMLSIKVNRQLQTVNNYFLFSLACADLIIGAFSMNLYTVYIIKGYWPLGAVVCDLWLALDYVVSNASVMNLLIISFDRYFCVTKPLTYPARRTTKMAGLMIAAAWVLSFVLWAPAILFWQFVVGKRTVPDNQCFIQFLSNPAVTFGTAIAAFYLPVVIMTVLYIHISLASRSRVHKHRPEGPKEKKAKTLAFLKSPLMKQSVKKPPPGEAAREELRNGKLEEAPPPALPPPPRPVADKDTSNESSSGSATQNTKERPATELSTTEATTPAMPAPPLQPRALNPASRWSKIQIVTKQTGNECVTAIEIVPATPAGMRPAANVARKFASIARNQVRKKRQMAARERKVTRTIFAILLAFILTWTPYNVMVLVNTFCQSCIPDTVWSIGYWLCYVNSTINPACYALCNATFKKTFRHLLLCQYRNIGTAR
# M5 ag: CHRM5 agonism in calcium assay; activation, % at 3 µM; AID 624037; P08912; CHO-K1 hM5 cells, Fluo-8 calcium fluorescence; 0% DMSO wells, 100% maximal acetylcholine response; 360,000 tested, 0.19% active;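 active means activation above the run's mean over test compounds plus 3 SD, cut at about 23% in these data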;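 further: signal is peak over basal fluorescence ratio across the kinetic read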
# CHRM4 PAM: CHRM4 positive allosteric modulation | P08173 | CHO-K1 hM4/Gqi5, Fluo-8 calcium fluorescence, ACh EC20; 0% = ACh EC20, 100% = maximal ACh | activation, % at 3 µM | 360,000 tested, 0.4% active | AID 624126;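 active means activation above its plate's cutoff, the mean activation of sample wells plus 3 SD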; further: some results filed as inactive read as strong as hits
# CRFR2-BP ag: agonists of human CRF-binding protein/CRF-R2 receptor complex; 350,000 tested, 0.46% active; activation, % at 13.2 µM; HEK293 CRF-R2/CRF-BP, calcium dye fluorescence (FLIPR); percent of saturating CRF peptide response;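 active means activation of at least 50%, plus an integration ratio under a set limit after plate pattern correction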;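 further: plate controls were neutral control wells without compound for no effect and CRF at EC100 for full effect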
# M5 antag: blocks acetylcholine activation of human M5 receptor. inhibition, % at 3 µM. CHO-hM5 cells, Fluo-8 calcium fluorescence, ACh EC80. 360,000 tested, 0.59% active;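 active means inhibition above a per-plate cutoff, the mean of that plate's test compounds plus 3 SD, cut at about 27% in these data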;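 further: 0% = acetylcholine EC80 with DMSO and 100% = DMSO without agonist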
# CHRM4 agonist: agonists of human muscarinic M4 receptor (CHRM4) | P08173 | AID 624127 | activation, % at 3 µM | 360,000 tested, 0.14% active | CHO-K1 hM4/Gqi5, Fluo-8 calcium fluorescence; vehicle 0%, full acetylcholine response 100%;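 active means activation above the run mean over all test wells plus 3 SD, cut at about 32% in these data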;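 further: peak over basal fluorescence ratio per well then scaled between controls; 0% = DMSO wells and 100% = acetylcholine at EC100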
# M5 PAM: positive allosteric modulators of human muscarinic M5 receptor | CHO-K1 hM5, Fluo-8 calcium, ACh EC20 PAM; 0% = ACh EC20, 100% = ACh EC100 | activation, % at 3 µM | AID 624038 | 360,000 tested, 0.3% active | P08912;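 active means activation above the run cutoff, the mean activation of all test compounds plus 3 SD, cut at about 18% in these data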
#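 Test system: CHO-K1 hM5 cells / Doses: single-point, 3 µM nominal / Times: Post-acetylcholine fluorescence recording 140 s / Technique: Fluo-8 calcium fluorescence / Measure: Max/basal fluorescence ratio as % of EC20–EC100 ACh window / Benchmarks: low control EC20 acetylcholine (0%), high control EC100 acetylcholine (100%) / Replicates: one well per compound, no replicates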
# Starred values were filed as active, the others as inactive; x = no result given; & = joins results of further samples.
SMILES,CHRM1 antagonist,CHRM1 PAM,CHRM4 antagonist,M5 ag,CHRM4 PAM,CRFR2-BP ag,M5 antag,CHRM4 agonist,M5 PAM
CCCCn1c(CCC(=O)O)nc2cc(S(=O)(=O)N(C)C)ccc21,-7,3,0,-2,5,-0.3,3,2,-2
Cc1cc(C)nc(SC(C)C(=O)O)n1 (stereo unspecified),3,-2,-16,0,-1,5.8,3,1,-4
CC(C)N1CCC1(C)C(=O)Nc1ccc2cn[nH]c2c1 (stereo unspecified),-8,9,-6,2,4,x,-4,0,1
CCn1c(SCc2ccc(C(=O)Nc3cc(C)cc(C)c3)cc2)nnc1-c1ccncc1,31*,-8,20,2,-17,-1.0,22,15,-21
CCCCCCNS(=O)(=O)c1ccc(Cl)s1,4,-3,3,-5,1,1.8,6,-3,-7
Cc1ccc2nc(SCC(=O)Nc3ccc4c(c3)OCCO4)[nH]c2c1,-15,1,5,2,6,-1.9,-3,2,0
COc1cccc(NC(=O)c2ccc(N3C(=O)C4CC=C(C)CC4C3=O)cc2)c1 (stereo unspecified),-5,2,0,1,-10,-2.4,10,9,-9
CC(C)CN(C(=O)CSc1nnc2c(Cl)cc(C(F)(F)F)cn12)C1CCS(=O)(=O)C1 (stereo unspecified),-14,6,-2,-4,5,5.5,-2,1,6
O=C(NC1c2ccccc2-c2ccccc21)N1CCCCC1,1,2,2,-2,-3,1.8,-4,-1,1
CCN1CCN(Cc2ccc(NC(=O)c3cc(NC(=O)N4CCNC4=O)cc(OC)c3)cc2C(F)(F)F)CC1,1&-6,-7&1,-3&-5,1&0,-6&0,0.4&1.4,1&3,10&11,0&-12
Cc1cccc(OCC(=O)NNc2c3ccccc3nc3ccccc23)c1,7,-12,0,3,-9,0.6,7,18,-13
CSc1nc(N)n(-c2cc(C(F)(F)F)ccn2)n1,-5,2,5,2,-6,0.8,-2,0,-3
COc1ccc(C(=O)NCc2ccccc2CN2CCCC2)cc1S(=O)(=O)N1CCOCC1,7,0,-1,-4,4,-0.5,11,1,-4
CCN1CCN(C(=O)c2cc(S(=O)(=O)N3CC(C)CC(C)C3)ccc2Cl)CC1 (stereo unspecified),-11,12,-1,-3,3,0.2,0,1,6
O=C(c1ccccc1)c1ccc(-c2ccc(O)cc2)cc1,13,-8,5,-3,-5,-0.6,-1,-1,-6
Cc1nc2cnccc2n1C,-3,1,-3,1,12,-1.1,4,2,10
CN(C(=O)c1ccc(NC(=O)Cc2ccc(NC(=O)C3CCCN(C(=O)C4CCCC4)C3)cc2)cc1)C1CC1 (stereo unspecified),2,2,-6,3,22,-0.6,-8,1,9
O=C(OCCN1CCCCC1)c1cc2ccccc2o1,21,-11,-5,-14,3,-1.4,-3,1,-1
Cc1cc(C)n(CC(=O)NNC(=O)COc2ccc(Br)cc2F)n1,-8,9,-4,1,2,3.9,8,1,0
O=C1NC[C@H](Cc2ccc(O)cc2)N(C[C@@H]2CCCN2C[C@H](Cc2ccccc2)N2C[C@H](Cc3ccccc3)N(CCc3ccccc3)C(=O)C2=O)C1=O,x,x,2,-2,6,x,1,1,-7
N#CCCn1cc(C=O)c(-c2cccs2)n1,-8,2,-2,2,1,0.9,-1,0,4
COCCNC(=O)c1c(CSc2ccc(F)cc2)noc1C(=O)NCc1ccccc1,-5,0,2,-3,2,-1.2,13,0,-7
N#Cc1ccc2[nH]cc(CCO)c2c1,-5,7,-11,3,16,-1.5,-6,2,6
COC(=O)c1c(NC(=O)CN2C(=O)C(=O)N(C(C)C)C2=O)sc(C)c1C,-5,12,-2,2,20,0.6,-1,1,4
Cn1c2ccccc2c2ncn(CCCN3CCOCC3)c(=O)c21,-15,5,-5,-11,8,-1.6,-10,1,5
O=C(Cc1c[nH]c2ccccc12)N1CCN(S(=O)(=O)c2ccc(Cl)cc2)CC1,8,-1,4,-1,-4,0.9,0,3,4
COc1cccc(C2=CC(c3cccs3)n3nnnc3N2)c1 (stereo unspecified),1,2,-15,-6,1,2.7,-6,3,0
Fc1ccc(C2Nc3cccc4cccc(c34)N2)cc1,-5,4,-9,-1,-20,2.5,4,1,-5
CCOc1ccccc1C1C(C(=O)OC)=C(N)OC2=C1C(=O)CCC2 (stereo unspecified),15,-5,2,-2,11,0.1,13,0,-6
CC(C)CNC(=O)c1cccc(NC(=O)c2ccccc2-c2ccccc2C(=O)O)c1,-14,3,3,5,-1,-0.6,-5,0,9
CC(/C=N/NC(=O)NC1CCCCC1)=C\c1ccccc1,-7,2,-14,3,11,2.6,-8,1,9
COc1ccccc1CN1CCNC(=O)C1CC(=O)NCCOc1cccnc1 (stereo unspecified),-4,3,-1,-2,6,-0.4,-8,2,6
Cc1ccc(NC(=O)CN(C)C(=O)CSc2nc(C)cs2)cc1,-13,13,-10,4,1,-3.8,-6,3,7
CCOC(=O)N1CCN(c2ccccc2O)CC1,-27,9,-5,0,4,1.4,-2,0,-2
S=C(c1ccccc1)N(c1ccccc1)c1ccccc1,8,-4,5,-11,0,0.3,-1,0,-28
O=S1(=O)N[C@@H](Cc2ccccc2)COc2cccc(N3CCC[C@@H]3CO)c21,x,x,-3,1,6,x,10,2,-9

# 4 entries picked at random from those above:
SMILES,CHRM1 antagonist,CHRM1 PAM,CHRM4 antagonist,M5 ag,CHRM4 PAM,CRFR2-BP ag,M5 antag,CHRM4 agonist,M5 PAM
COc1ccccc1CN1CCNC(=O)C1CC(=O)NCCOc1cccnc1 (stereo unspecified),-4,3,-1,-2,6,-0.4,-8,2,6
CCOC(=O)N1CCN(c2ccccc2O)CC1,-27,9,-5,0,4,1.4,-2,0,-2
CC(/C=N/NC(=O)NC1CCCCC1)=C\c1ccccc1,-7,2,-14,3,11,2.6,-8,1,9
COc1cccc(C2=CC(c3cccs3)n3nnnc3N2)c1 (stereo unspecified),1,2,-15,-6,1,2.7,-6,3,0

# Further records.
SMILES,CHRM1 antagonist,CHRM1 PAM,CHRM4 antagonist,M5 ag,CHRM4 PAM,CRFR2-BP ag,M5 antag,CHRM4 agonist,M5 PAM
O=C(CCc1ccccc1)Nc1ccc(NC(=O)C2CCCCC2)nc1,13,-7,-6,0,4,-0.1,-8,3,2
COc1cc(C(=O)OCC(=O)Nc2ccc(OC(F)F)cc2)cc(OC)c1OC,0,1,-12,0,8,-0.1,5,5,-2
CCSc1cc(N2CCCC2)nc(-c2ccccc2)n1,-17,11,-8,-2,2,4.5,-3,1,6
CN1CCN(/N=C/c2nc(-c3ccc(Cl)cc3)n3ccccc23)CC1,-5,2,-6,-2,9,8.0,3,1,0
Cc1nc(SCC(=O)NCC2CCCO2)nc(C)c1C (stereo unspecified),7,-3,-7,1,5,-0.5,5,0,0
O=C(NC(=S)NNC(=O)c1ccccc1O)c1ccc(F)cc1,2,-9,-4,20,-4,32,7,16,-8
O=C(O)Cn1c2ccccc2c2n[nH]c(=S)nc21,-8,20,-6,3,2,-0.4,14,1,-3
Cc1ccc(/C=C2\C(=O)Nc3ccccc32)o1,2,5,3,0,6,1.1,-8,1,9
COc1ccc(OC)c(C2=NOC(C(=O)NCCN3CCOCC3)C2)c1 (stereo unspecified),10,-4,4,4,-1,-0.9,5,0,-2
N#Cc1c(SCc2cccc(Cl)c2)sc(C(=O)c2ccccc2)c1N,6,0,7,-3,6,0.8,-6,-1,3
COc1cc2ccccc2cc1C(=O)N(CCN(C)C)c1nc2ccc(C)cc2s1,-11,8,9,-5,3,4.6,0,3,3
Cc1ccc(Cn2c(CN3CC(C)OC(C)C3)nc3c2c(=O)n(C)c(=O)n3C)cc1 (stereo unspecified),0,9,-10,0,1,10,-1,2,-2
COc1ccc(NC(=O)CN(C)C(=O)/C=C/c2cn(-c3ccccc3)nc2-c2ccc(F)cc2)cc1,-9,2,-13,-5,8,4.1,3,1,13
CCOc1ccc(C(=O)Nc2cccc(C)n2)cc1,-8,0,3,-2,7,3.3,0,1,-3
N/C(=N\OC(=O)C1CCCCC1)c1ccc(Br)cc1,8,11,-24,3,3,-0.8,-10,-1,12
CCOc1ccc(S(=O)(=O)N2CCN(C(=O)c3ccco3)CC2)cc1,-4,5,12,3,-4,-2.1,6,1,-1
CNC(=S)N1N=C(c2ccc(OC)cc2)CC1c1ccc(Cl)cc1Cl (stereo unspecified),-11,-4,-8,-3,-5,1.9,1,0,-8
CC(C)OC(=O)CSc1nnc(-c2ccccc2)n1N,-6,11,7,1,9,-0.6,-6,0,4
CCOC(CCn1c(SCc2cccc([N+](=O)[O-])c2)nc2ccccc2c1=O)OCC,6,-7,-5,-5,-6,10,-4,-1,-2
O=S(=O)(Nc1cccc(-c2nc3cccnc3s2)c1)c1cccs1,-16,6,-9,2,3,0.1,13,3,-1
Cc1cc(NCc2ccccn2)n2ncc(-c3ccc(Cl)cc3)c2n1,-6,6,-2,-4,-4,0.0,11,0,-5
Fc1cccc(Cc2noc(CN3CCOCC3)n2)c1,-7,3,8,1,-15,0.5,-1,0,4
CCCSc1ncc(Cl)c(C(=O)Nc2ccc(S(=O)(=O)N3CC(C)OC(C)C3)cc2)n1 (stereo unspecified),0,-6,-4,-2,-11,-1.0,-4,-1,-15
Cc1cccc(N2CCN(C(=O)/C=C/c3cccs3)CC2C)c1 (stereo unspecified),-1,2,-20,-4,-5,2.2,10,11,-8

# Not a retest: an excerpt of the list.
SMILES,CHRM1 antagonist,CHRM1 PAM,CHRM4 antagonist,M5 ag,CHRM4 PAM,CRFR2-BP ag,M5 antag,CHRM4 agonist,M5 PAM
COc1ccc(NC(=O)CN(C)C(=O)/C=C/c2cn(-c3ccccc3)nc2-c2ccc(F)cc2)cc1,-9,2,-13,-5,8,4.1,3,1,13
CCOc1ccc(C(=O)Nc2cccc(C)n2)cc1,-8,0,3,-2,7,3.3,0,1,-3

# Additional records follow.
SMILES,CHRM1 antagonist,CHRM1 PAM,CHRM4 antagonist,M5 ag,CHRM4 PAM,CRFR2-BP ag,M5 antag,CHRM4 agonist,M5 PAM
C=C(C)CC(NCCc1ccccc1)c1ccco1 (stereo unspecified),0,-8,-2,-6,-5,2.4,2,0,-3
O=C(O)CC(Cc1ccc(Cl)cc1)C(=O)Nc1cc(Cl)ccc1Cl (stereo unspecified),12,-6,0,-4,-2,-2.0,-5,0,4
c1ccc(-c2ncnc3ccccc23)cc1,29,-16,6,-2,-2,-2.1,14,1,-4
COc1ccc(C(=O)CC(=O)c2ccc(F)cc2)cc1,-10,6,-13,0,-1,0.6,2,-1,3
NC1=NC(c2ccccc2Cl)n2c(nc3ccccc32)N1 (stereo unspecified),0,2,-9,-7,9,1.5,10,0,-4
COc1cccc(C(=O)N2CCC(n3nccc3NC(=O)C3CCOC3)CC2)c1 (stereo unspecified),-13,11,0,-4,3,-0.8,13,1,-2
COc1ccc(CNC(=O)CCn2ccc3cc(S(=O)(=O)N4CCCC4)ccc32)cc1,-5,3,6,-3,-3,-0.3,12,0,-2
CCCN1C(=O)C(O)(CC(=O)c2cccc(OC)c2)c2ccccc21 (stereo unspecified),-5,0,-4,1,2,-3.1,4,1,9
CN(Cc1cccc(F)c1)C(=O)C1CC(=O)N(c2ccc3c(c2)OCCO3)C1 (stereo unspecified),-4,2,-5,5,8,-1.3,-3,3,0
Cc1ccc(Cn2c(C)c(C(=O)NCc3ccc(Cl)c(Cl)c3)sc2=O)cc1,-13,8,7,0,-5,x,-1,1,1
O=C(Nc1ccc(F)cc1)C1CCCN(S(=O)(=O)c2cccc3nonc23)C1 (stereo unspecified),-8,4,-18,-1,3,-0.6,5,3,1

# Screening data: PubChem, several laboratories
